KOR beta-arrestin-1: KOR agonists, beta-arrestin recruitment, primary screen, cell-based, luminescence, uHTS (AID 1777) | activation, % at 10 µM; hits with a dose series show EC50 in µM | KOR beta-arrestin recruitment, luminescence; higher % means a stronger effect | Kappa-type opioid receptor (Homo sapiens) | actives 0.02% (n = 280,000); in the data active = activation above about 50%, passing the limit was not always enough; also: a part of the inactive calls stands beside numbers as strong as those of hits
NTR1 agonist: agonists of NTR1, primary screen, imaging, U2OS cells, beta-arrestin-GFP, high content (AID 493036) | activation, % at 20 µM | NTR1-U2OS beta-arrestin-GFP spot imaging, agonist mode | actives 0.17% (n = 330,000) | Neurotensin receptor type 1 (Homo sapiens), P30989;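 active = activation at or above 40% of the spot to cytoplasm intensity ratio, with at least 20 cells analyzed; inconclusive = wells under 20 cells, flagged as cytotoxic or low count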;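 also: 0% = DMSO without peptide and 100% = 100 nM NTR1 peptide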
Target sequence (P30989 whole entry, looked up): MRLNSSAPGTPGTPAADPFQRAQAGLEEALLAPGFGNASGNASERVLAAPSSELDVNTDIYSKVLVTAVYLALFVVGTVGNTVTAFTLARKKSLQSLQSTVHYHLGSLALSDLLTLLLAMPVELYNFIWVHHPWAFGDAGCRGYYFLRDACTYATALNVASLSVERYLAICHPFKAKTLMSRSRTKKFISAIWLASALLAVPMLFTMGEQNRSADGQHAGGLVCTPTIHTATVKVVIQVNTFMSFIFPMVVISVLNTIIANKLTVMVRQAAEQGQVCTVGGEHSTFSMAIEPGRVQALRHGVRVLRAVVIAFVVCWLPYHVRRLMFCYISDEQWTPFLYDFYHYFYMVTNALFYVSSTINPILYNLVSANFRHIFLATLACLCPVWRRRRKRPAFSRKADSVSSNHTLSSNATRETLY
T cell modulator: modulators of CD8 T cell-vesicle binding, primary screen, mouse 2C CD8+ T cells, flow cytometry. actives 0.068% (n = 330,000). calls only at 7 µM. 2C CD8+ T cell-vesicle binding; hits give low values;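 active = response, share of CD8 T cells binding vesicles, and their 90th percentile fluorescence all below set limits, cut at about 80% in these data, passing the limit was not always enough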
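material = purified 2C TCR transgenic mouse naive CD8+ T cells | controls = Unloaded micro-vesicles (low), QL9 vesicles with 0.7% DMSO (high) | detection = cytometric PE anti-B7-1 and Alexa647 anti-CD8 signals after 1% paraformaldehyde fixation | incubation = binding step 1.5 h, 37 °C, antibody labelling 20 min, ice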
GPR55 LPI antagonism: GPR55 antagonists blocking LPI-driven arrestin recruitment, primary screen, imaging, U2OS, beta-arrestin-GFP, LPI agonist (AID 2013); G-protein coupled receptor 55 (Homo sapiens); U2OS GPR55 beta-arrestin-GFP translocation imaging, LPI antagonism; higher % means a stronger effect; inhibition, % at 10 µM; hits with a dose series show IC50 in µM; actives 0.13% (n = 290,000);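 active = spots per cell inhibited over 60%, with over 100 cells counted and total cytoplasm intensity under 500,000; inconclusive = wells with under 100 cells, flagged as likely toxic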;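 also: U2OS cells stably carrying GPR55 and arrestin-GFP stimulated by 5 µM LPI near EC80; imaged beta-arrestin-GFP aggregate spots per cell after agonist stimulation; plate controls were LPI-stimulated DMSO wells for no effect and DMSO wells without LPI for full effect; some results filed as inactive read as strong as hits; confirmed hits need IC50 under 10 µM and bright autofluorescent wells are also inconclusive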
KOR beta-arrestin-2: KOR antagonists, beta-arrestin recruitment, cell-based, luminescence, uHTS (AID 1778); Kappa-type opioid receptor (Homo sapiens); KOR beta-arrestin recruitment, luminescence, antagonist mode; higher % means a stronger effect; inhibition, % at 10 µM; hits with a dose series show IC50 in µM; actives 0.091% (n = 290,000); also: strong numbers were not always called active
GPR55 activation: GPR55 agonists via beta-arrestin recruitment, primary screen, imaging, U2OS cells, beta-arrestin-GFP redistribution (AID 1961); G-protein coupled receptor 55 (Homo sapiens); activation, % at 10 µM, or EC50 in µM where a hit was titrated; U2OS GPR55 beta-arrestin-GFP redistribution imaging; higher % means a stronger effect; actives 0.048% (n = 290,000);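 active = activation above 40% with more than 50 cells counted in the well; inconclusive = wells holding fewer than 50 cells, flagged as toxic or sparse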;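 also: U2OS osteosarcoma cells stably expressing GPR55 and beta-arrestin-GFP; plate controls were DMSO negative control for no effect and LPI positive control for full effect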
Myeloid diff MLP: induction of myeloid progenitor differentiation, primary screen, cell-based, flow cytometry, MLPCN library; actives 1% (n = 360,000); calls only at 10 µM; AID 624256, 2012; ER-HoxA9 myeloid progenitors, lysozyme-GFP differentiation;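 active = normalized GFP-positive differentiation at or above the plate's own cutoff, the solvent-only control mean plus 3 SD; inconclusive = no clear call, values can overlap the other calls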;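 also: cells exposed to compound for four days before flow analysis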
HEK293 NOD2/NF-kB: NOD2 signaling inhibitors, cell-based, luminescence, uHTS, HEK293 (AID 1566); one-dose inhibition, % at 4 µM; EC50 in µM for titrated hits; HEK293 NOD2/NF-kB luciferase reporter, luminescence; higher % means a stronger effect; actives 0.63% (n = 290,000); also: many of its hits are not listed in these tables
NOD1 inhibition: NOD1 signaling inhibitors, primary screen, cell-based, luminescence, uHTS (AID 1578). inhibition, % at 4 µM; hits with a dose series show EC50 in µM. NOD1-driven NF-kB luciferase reporter cells, luminescence; higher % means a stronger effect. actives 1% (n = 290,000); in the data active = inhibition mostly above about 36%, no sharp cut-off; inactive = mostly below about 34%;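 also: HEK-293T reporter cells stimulated with the NOD1 agonist gamma-tri-DAP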
T cell modulator vesicle-bound %: second read-out of T cell modulator, no call of its own (marks repeat the call); double positive events, %; measured here: CD8+ vesicle-bound cell fraction;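 binding gate set so that unloaded-vesicle control wells show 10% double positive cells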
NTR1 agonist cell count 20 µM: second read-out of NTR1 agonist, no call of its own (marks repeat the call); cell count; measured here: cell count, cytotoxicity flag
Myeloid diff MLP GFP+ MAC1+ %: recorded beside Myeloid diff MLP, whose call it bears; GFP+ MAC1+ double positive, %; measured here: differentiation confirmed by MAC1 staining
* marks the source's active call; other numbers are inactive results; i = inactive; ? = inconclusive; · = no result given; [ ] = another dose, or the depositor's remark. Rule as the data show it, unless noted: active = inhibition above about 50%; inactive = the rest. A portion of the library, so the mix of outcomes need not match the whole.

SMILES	KOR beta-arrestin-1	NTR1 agonist	NTR1 agonist cell count 20 µM	T cell modulator	T cell modulator vesicle-bound %	GPR55 LPI antagonism	KOR beta-arrestin-2	GPR55 activation	Myeloid diff MLP	Myeloid diff MLP GFP+ MAC1+ %	HEK293 NOD2/NF-kB	NOD1 inhibition
Cc1cc(C)cc(Oc2nc3ccccn3c(=O)c2/C=C(\C#N)C(=O)NC2CCS(=O)(=O)C2)c1 (stereo unspecified)	5.3%	1.0	55	i	40	4%	-20%	-0.3%	i	0.6	-11%	-6%
COc1ccc(/C(C)=N/Nc2nc(C)c(C(C)=O)s2)cc1	-2.2%	-0.2	56	i	57	9%	4%	-0.2%	i	0.4	-2%	-34%
COCCn1c(COC)nc2ccccc21	2.5%	-0.9	40	i	28	-23%	1%	-0.2%	i	0.8	-6%	-18%
O=C(NC1CCCC1)C1CCC(CNS(=O)(=O)c2ccc(F)cc2)CC1 (stereo unspecified)	1.4%	-0.4	50	i	24	-14%	-28%	0.0%	i	2.2	6%	-7%
O=C(O)/C=C\C(=O)Nc1ccc(OCc2ccccc2)cc1	0.7%	0.0	39	i	35	0%	-12%	0.6%	i	0.3	-20%	-29%
O=C(NC(=S)NC1CCS(=O)(=O)C1)c1ccccc1F (stereo unspecified)	-1.5%	-0.5	56	i	37	4%	4%	-0.2%	i	0.3	1%	-34%
CC(C)Oc1ccc(-c2nc(NCC3CCCO3)c3ccccc3n2)cc1 (stereo unspecified)	7.8%	20	43	i	24	3%	-15%	-0.1%	i	0.3	20%	-3%
CC(=O)Nc1ccccc1NC(=O)C/C(C)=N/NC(=O)C1CCCCC1	-0.8%	2.7	52	i	16	4%	-29%	-0.1%	i	2.2	12%	-35%
COc1ccc(C(=O)N/N=C(\C)CC(=O)N2CCN(C=O)CC2)cc1	5.8%	0.3	56	i	40	-8%	16%	0.1%	i	0.5	-10%	-32%
COc1ccccc1OC(C)C(=O)Nc1nc(-c2ccc(S(=O)(=O)N3CCOCC3)cc2)cs1 (stereo unspecified)	-2.2%	0.9	75	i	32	30%	-1%	0.0%	i	0.6	13%	34%
CCCCOC(=O)c1cc(Cl)c(O)c(OC)c1	6.5%	-1.8	78	i	32	10%	-16%	-0.1%	i	0.4	10%	-10%
CC1C(=O)C(C)C(c2cccs2)NC1c1cccs1 (stereo unspecified)	-2.9%	0.7	88	i	36	8%	0%	0.2%	i	0.4	-10%	21%
O=C(Nc1ccc2nc3n(c(=O)c2c1)CCCCC3)C(=O)N1CCN(c2ccccc2)CC1	0.2%	3.0	43	i	37	0%	-13%[20 µM]	-0.1%	i	5.1	23%	-5%
O=C(NCc1cccs1)c1csc2c1CCCCC2	1.9%	3.0	57	i	13	8%	2%	0.6%	i	2.3	-19%	-8%
Cc1cc(C)nc(N2CCCC(C(=O)NNC(=O)c3ccncc3)C2)n1 (stereo unspecified)	-1.3%	-0.3	63	i	52	4%	-22%	0.0%	i	0.9	3%	-8%
COc1ccc(C2C(C(=O)OCC(=O)NC(C)(C)C)CCC(=O)N2c2ccc(C)cc2)cc1OC (stereo unspecified)	-1.9%	-1.4	84	i	40	-5%	-36%	0.2%	i	2.9	4%	-28%
CN(CCC#N)S(=O)(=O)c1ccc2c(c1)c(=O)n(C)c(=O)n2C	0.2%	1.8	59	i	47	8%	-30%	0.2%	i	2.4	5%	-14%
CCOC(=O)c1ccc(-c2ccc(C3Nc4ccccc4C(=O)N3O)o2)cc1 (stereo unspecified)	-0.3%	5.5	73	i	30	9%	-2%	0.1%	i	0.8	13%	1%
COc1ccc(N(CC(=O)Nc2ccc3c(c2)OCO3)S(=O)(=O)c2ccc(F)cc2)cc1	1.3%	0.4	74	i	36	14%	·	-0.4%	i	0.6	9%	55%
CCOc1ccc2oc(C(=O)O)c(C)c2c1	6.7%	-0.8	65	i	41	-6%	-31%	-0.2%	i	0.6	-17%	-17%
Cc1cc(C(C)(C)C)cc(C)c1S(=O)(=O)N1CC(=O)Nc2ccccc21	·	9.9	52	i	25	-2%	20%	0.0%	i	0.3	-12%	-1%
S=C(NCCc1ccccn1)NC1CCCCC1	-2.3%	-0.9	63	i	40	3%	·	0.2%	i	0.7	-23%	-57%
c1ccc2c(c1)oc1c(Nc3ccc(CN4CCOCC4)cc3)ncnc12	2.8%	16	43	i	22	9%	-17%	-0.2%	·	·	·	·
C#CCOCCOCCOCCNc1nc(N2CCN(C(=O)[C@H]([C@@H](C)CC)n3cc([C@@H](N)Cc4ccc(O)cc4)nn3)CC2)nc(N2CCN(C(=O)[C@H](Cc3ccc(O)cc3)n3cc([C@@H](N)CC(C)C)nn3)CC2)n1	-6.0%	-3.2	85	i	47	13%	2%	-0.2%	i	1.5	1%	-8%
O=C(NNC(=S)NCc1ccccc1)c1ccc(Br)o1	-1.2%	0.8	32	i	36	14%	-14%	-0.3%	i	0.5	-10%	-42%

New compounds follow.
SMILES	KOR beta-arrestin-1	NTR1 agonist	NTR1 agonist cell count 20 µM	T cell modulator	T cell modulator vesicle-bound %	GPR55 LPI antagonism	KOR beta-arrestin-2	GPR55 activation	Myeloid diff MLP	Myeloid diff MLP GFP+ MAC1+ %	HEK293 NOD2/NF-kB	NOD1 inhibition
CC(C)CCNC(=O)c1ccc(Cl)c(NC(=O)c2ccccc2F)c1	4.2%	0.2	47	i	59	0%	-12%[20 µM]	0.2%	·	·	-42%	48%
CC(=O)Nc1ccc(SCC(=O)Nc2cc(C(C)(C)C)nn2-c2ccccc2)cc1	-3.7%	-0.4	93	i	24	6%	19%	0.3%	i	0.1	-14%	-12%
O=C(COC(=O)C1C2CC3OC(=O)C1C3C2)Nc1ccc(Br)cc1 (stereo unspecified)	-1.8%	-0.5	32	i	42	2%	-15%	0.0%	i	1.0	-4%	15%
CCCCN(C)C(=O)CSc1nc(NCc2ccc(OC)cc2)c2ccccc2n1	-1.4%	5.4	58	i	33	3%	-6%	0.1%	i	6.1	-1%	-33%
CN(C)c1nc(Nc2ccccc2)nc(Oc2ccc(=O)[nH]n2)n1	-2.1%	-0.1	83	i	18	-24%	-33%	-0.3%	i	1.2	12%	7%
CCN(CC)S(=O)(=O)c1cccc(C(=O)N2CC(O)CC2C(=O)O)c1 (stereo unspecified)	4.7%	0.6	44	i	56	-11%	-17%	0.5%	i	0.6	-12%	6%
COc1cc(/C=N/NC(=S)Nc2cccc(C(=O)O)c2)cc(OC)c1OC	-5.3%	-0.6	38	i	23	4%	5%	0.1%	i	0.7	13%	-19%
O=C(C1=C[C@@H](C2CC2)C[C@@H](OCc2ccc(CO)cc2)O1)N1CCOCC1	3.9%	-4.3	112	·	·	-3%	-13%	0.1%	i	0.9	-31%	-7%
CS(=O)(=O)N1CCC(C(=O)Nc2ccc3c(c2)OCO3)CC1	2.7%	0.9	59	i	56	-19%	-28%	0.2%	i	4.8	8%	1%
CN(CC(=O)Nc1nccs1)S(=O)(=O)c1ccc(F)cc1	-4.8%	0.1	48	i	10	-10%	21%	-0.1%	i	1.0	-2%	-32%
CC1(C)CC(=O)C/C(=N\NC(=O)CCc2ccc(S(=O)(=O)N3CCOCC3)cc2)C1	0.6%	-1.0	58	i	41	16%	7%	0.7%	i	0.5	2%	-23%
Cc1ccc(C(=O)CSc2nc(C)cc(=O)[nH]2)cc1	-0.3%	-2.3	103	i	29	6%	9%	-0.1%	i	0.7	19%	-3%
CC(C)(C)NC(=O)C(c1ccccn1)N(C(=O)c1csnn1)C1CCCC1 (stereo unspecified)	3.8%	-2.4	57	i	34	9%	-30%	0.8%	i	0.4	-2%	-1%
COc1ccc(-c2nc(CS(=O)CC(=O)N3CCCC3)c(C)o2)cc1 (stereo unspecified)	-2.2%	1.7	72	i	36	-6%	-11%	0.2%	?	·	-3%	-4%
COc1ccccc1C1C(C(C)=O)=C(O)C(=O)N1c1ccc(O)cc1 (stereo unspecified)	-3.4%	-0.8	53	i	10	3%	25%	0.0%	i	0.7	7%	0%
O=C(c1ccc(Br)cc1)N1CCC(C(=O)N2CCN(Cc3ccccc3)CC2)CC1	1.3%	0.6	43	i	44	4%	13%	-0.1%	i	1.5	7%	-14%
CCOC(=O)N1CCN(C(=O)c2ccc3c(SCC(=O)O)c4c(nc3c2)CCC4)CC1	-5.0%	1.1	59	i	36	2%	16%	0.3%	i	2.4	13%	-13%
O=Cc1cc(N=Nc2ccccc2Cl)ccc1O	4.1%	10	25	i	0	-1%	12%	0.9%	i	0.2	-48%	-4%
CCOC(=O)c1ccc(N2C(=O)c3n[nH]c(C)c3C2c2ccc(OC)cc2OC)cc1 (stereo unspecified)	7.1%	12	79	i	33	-4%	-2%	-0.3%	i	1.8	13%	28%

Looked up by structure from the entries so far:
SMILES	KOR beta-arrestin-1	NTR1 agonist	NTR1 agonist cell count 20 µM	T cell modulator	T cell modulator vesicle-bound %	GPR55 LPI antagonism	KOR beta-arrestin-2	GPR55 activation	Myeloid diff MLP	Myeloid diff MLP GFP+ MAC1+ %	HEK293 NOD2/NF-kB	NOD1 inhibition
CC(C)(C)NC(=O)C(c1ccccn1)N(C(=O)c1csnn1)C1CCCC1 (stereo unspecified)	3.8%	-2.4	57	i	34	9%	-30%	0.8%	i	0.4	-2%	-1%
CCN(CC)S(=O)(=O)c1cccc(C(=O)N2CC(O)CC2C(=O)O)c1 (stereo unspecified)	4.7%	0.6	44	i	56	-11%	-17%	0.5%	i	0.6	-12%	6%
O=C(c1ccc(Br)cc1)N1CCC(C(=O)N2CCN(Cc3ccccc3)CC2)CC1	1.3%	0.6	43	i	44	4%	13%	-0.1%	i	1.5	7%	-14%
COc1cc(/C=N/NC(=S)Nc2cccc(C(=O)O)c2)cc(OC)c1OC	-5.3%	-0.6	38	i	23	4%	5%	0.1%	i	0.7	13%	-19%

High-throughput results from PubChem BioAssay.
